# Screening data as filed in PubChem BioAssay.
# L3MBTL1 block = qHTS Assay for the Inhibitors of L3MBTL1 | Lethal(3)malignant brain tumor-like protein 1 (Homo sapiens), Q9Y468 | AlphaScreen L3MBTL1–H3K9me1 peptide binding | Potency, µM (top dose mostly 57.1 µM), inactives show top-dose activity, negative = inhibition, hits mostly inhibitors | 0.66% of 230,000 active | AID 485360, 2010; also: % is scaled to controls: 0 for no effect and ±100 for the full control effect; nearly all actives have a fitted effect of over 60% in size
# Target sequence (Q9Y468 whole entry, looked up): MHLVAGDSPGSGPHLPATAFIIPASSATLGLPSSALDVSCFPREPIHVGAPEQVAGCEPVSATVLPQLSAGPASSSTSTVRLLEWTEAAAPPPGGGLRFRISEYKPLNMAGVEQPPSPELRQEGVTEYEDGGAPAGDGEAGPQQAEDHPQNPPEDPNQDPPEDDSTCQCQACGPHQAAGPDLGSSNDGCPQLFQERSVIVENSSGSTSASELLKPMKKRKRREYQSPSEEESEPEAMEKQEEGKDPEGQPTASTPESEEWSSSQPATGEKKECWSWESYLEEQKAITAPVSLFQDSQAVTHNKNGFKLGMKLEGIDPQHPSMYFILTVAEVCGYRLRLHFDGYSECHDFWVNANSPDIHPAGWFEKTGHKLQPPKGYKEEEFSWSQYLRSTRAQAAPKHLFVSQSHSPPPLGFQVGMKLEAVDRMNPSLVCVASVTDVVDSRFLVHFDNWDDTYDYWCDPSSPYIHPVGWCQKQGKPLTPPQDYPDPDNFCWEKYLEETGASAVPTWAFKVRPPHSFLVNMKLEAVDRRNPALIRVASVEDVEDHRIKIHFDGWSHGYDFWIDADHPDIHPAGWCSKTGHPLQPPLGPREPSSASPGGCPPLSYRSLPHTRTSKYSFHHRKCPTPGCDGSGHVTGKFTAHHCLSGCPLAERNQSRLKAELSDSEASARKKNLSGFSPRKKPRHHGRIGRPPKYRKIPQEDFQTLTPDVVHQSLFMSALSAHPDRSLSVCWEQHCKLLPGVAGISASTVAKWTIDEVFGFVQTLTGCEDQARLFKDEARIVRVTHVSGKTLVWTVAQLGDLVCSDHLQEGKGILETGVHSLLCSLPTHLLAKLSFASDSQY
#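 AlphaScreen assay: L3MBTL1 (50 nM final) was preincubated 30 min at room temperature with biotinylated H3(1-15)K9me1 peptide (75 nM final), then 30 min with library compounds; streptavidin donor and nickel chelate acceptor beads (10 ug/mL final) added, 30 min dark.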
# Tau ThT inhib = qHTS for Inhibitors of Tau Fibril Formation, Thioflavin T Binding; Potency, µM (titrated, usually from 57.4 µM), without a hit: top-dose activity, negative = inhibition, most hits filed as inhibitors; Microtubule-associated protein tau (Homo sapiens), P10636; 2.1% of 270,000 active; AID 1460, 2008; recombinant tau K18 P301L, heparin-induced fibrillization, ThT fluorescence; also: % is scaled to controls: 0 for no effect and ±100 for the full control effect; nearly all actives have a fitted effect of over 55% in size
# Target sequence (P10636 561-689 P618L limits assumed): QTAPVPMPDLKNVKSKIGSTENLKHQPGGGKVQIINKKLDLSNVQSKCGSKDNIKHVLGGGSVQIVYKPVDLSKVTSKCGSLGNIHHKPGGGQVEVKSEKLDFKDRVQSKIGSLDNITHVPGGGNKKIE
#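 K18 P301L tau (15 uM + 0.24 uM Alexa 594-tagged), heparin 20 uM, NaOAc pH 7, 6 h 37 C; ThT 30 uM, 1 h RT, ex 450/em 510 nm.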
# TRb SRC2 PPI = qHTS for Inhibitors of the Interaction of Thyroid Hormone Receptor and Steroid Receptor Coregulator 2 | Potency, µM (highest dose often 106 µM), inactives show at the highest dose activity change, negative = inhibition, most hits filed as inhibitors | TRbeta-SRC2 peptide binding, fluorescence polarization; receptor liganded with 1 µM T3 | Thyroid hormone receptor beta (Homo sapiens), P10828 | 0.065% of 280,000 active;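 also: plate controls were bound peptide for no effect and peptide without receptor for full effect; nearly all actives have a fitted effect of over 50% in size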
#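 Compounds were added to 0.6 uM TRb ligand-binding domain and 20 nM Texas Red-labeled SRC2 peptide in Tris buffer containing 1 uM T3, incubated 5 hr at ambient temperature, then read by fluorescence polarization.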
# Tau fibril FP = qHTS for Inhibitors of Tau Fibril Formation, Fluorescence Polarization. Microtubule-associated protein tau (Homo sapiens), P10636. K18 P301L tau heparin fibrillization, Alexa594 FP, 6 h. Potency, µM (titrated, usually from 57.7 µM), for inactives: at the highest dose activity, negative = inhibition, hits mostly inhibitors. 0.39% of 280,000 active. AID 1468, 2008; also: % is scaled to controls: 0 for no effect and ±100 for the full control effect; nearly all actives have a fitted effect of over 55% in size
#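 FP of Alexa 594-tau after heparin (20 uM) induction. Substrate: human K18 P301L, 15 uM unlabeled, 0.24 uM labeled. Buffer 100 mM sodium acetate pH 7. 6 hr, 37 C.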
# RECQ1 inh = qHTS Assay for Inhibitors of RecQ-Like Dna Helicase 1 (RECQ1). 0.54% of 240,000 active. Potency, µM (highest dose often 57.3 µM), inactives show at the top dose activity, negative = inhibition, hits mostly inhibitors. ATP-dependent DNA helicase Q1 (Homo sapiens), P46063. RECQ1 DNA unwinding, red fluorescence kinetic read. AID 2549, 2010;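 also: plate controls were vehicle for no effect and no enzyme for full effect; nearly all actives have a fitted effect of over 30% in size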
#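 RECQ1T1 50 nM; forked duplex (20 bp + 30-nt ss tails) 200 nM, ATP 2 mM final; pH 8.0, 2 mM MgCl2, 2.5 ug/ml poly(dI-dC); 15 min compound preincubation; discontinuous kinetic read over 2 h at RT.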
# Tau fluor cs = Counterscreen qHTS for Inhibitors of Tau Fibril Formation, Fluorescence Polarization; Potency, µM (titrated, usually from 57.7 µM), for inactives: at the top dose activity change, negative = decrease; tau K18 P301L (four-repeat tau fragment) Alexa594 fluorescence, heparin fibrillization; 0.93% of 280,000 active; AID 1463, 2008; also: % is scaled to controls: 0 for no effect and ±100 for the full control effect; nearly all actives have a fitted effect of over 55% in size
#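 Human K18 P301L tau (15 uM unlabeled plus 0.24 uM Alexa 594-labeled, final) in 100 mM sodium acetate pH 7 was mixed with compound and 20 uM heparin and incubated 6 hr at 37 C.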
# TexasRed fluor = Total Fluorescence Counterscreen for Inhibitors of the Interaction of Thyroid Hormone Receptor and Steroid Receptor Coregulator 2; AID 1479, 2009; Potency, µM (titrated, usually from 106 µM), for the others: top-dose fluorescence change, negative = quenching; 0.29% of 280,000 active; TRb/SRC2 Texas Red total fluorescence interference; active = well fitted curve in either direction with a large enough effect; inconclusive = small, poorly fitted or top-dose-only effect; also: % is scaled to controls: 0 for no effect and ±100 for the full control effect
#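 Human TRb ligand-binding domain at 0.6 uM with 20 nM Texas Red SRC2 peptide in Tris buffer containing 1 uM T3 and 5% DMSO, incubated with compound 5 h at ambient temperature. Total fluorescence (555/632 nm) calculated as parallel + 2 × perpendicular.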
# HTT cytoprotect = qHTS Multiplex Assay to Identify Dual Action Probes in a Cell Model of Huntington: Cytoprotection (ATP). PC12 HTT-Q103 induced, cytoprotection, ATP luminescence, 40 h. Potency, µM (titrated, usually from 56.4 µM), for inactives: cytoprotection (ATP increase), actives largely listed as activators. 0.14% of 230,000 active. AID 1471, 2008;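 also: % of control where 0% means no effect; nearly all actives have a fitted effect of over 45% in size; toxic huntingtin expression switched on by the ecdysone agonist tebufenozide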
#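 Huntington model: PC12 line, ecdysone-inducible HTTQ103 exon1–GFP, tebufenozide 100 nM. Test articles in a dose series. Endpoint luminescence from cellular ATP.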
# * = called active by the depositor; i = inactive; ? = inconclusive; / = no result given; [ ] = remark or other dose. Unless noted, calls follow the shape of the dose curve; as a rule, active = well fitted curve in the direction sought with a large enough effect; inconclusive = small, poorly fitted or top-dose-only effect, or another doubt; inactive = no such curve, though single readings can be large; an effect the other way counts as inactive or inconclusive. Potency is read from the fitted curve at half-maximal effect.
SMILES,L3MBTL1 block,Tau ThT inhib,TRb SRC2 PPI,Tau fibril FP,RECQ1 inh,Tau fluor cs,TexasRed fluor,HTT cytoprotect
Cc1nn(-c2ccccc2)c(Cl)c1C(=O)NC1CCCCC1,4%,-5%,3%,-4%,0%,-4%,-3%,-4%[10 µM]
COc1cc(C)ccc1OCCCCOc1ccccc1C(C)=O,33%[activator],?,5%,9%,-3%,-9%,-4%,/
CS(=O)(=O)N1CCN(c2ccccc2NC(=O)c2ccc(-c3ccc(Br)cc3)o2)CC1,/,-10%,-10%,1%,5%,-6%,4%,-13%
COC(=O)c1ccc(Cn2cc(Cl)cn2)o1,2%,-3%,3%,5%,-10%,5%,1%,21%[10 µM]
Cc1ccc(-c2cc(C(F)(F)F)n3ncc(-c4ccccc4)c3n2)cc1,/,?,2%,-10%,/,-15%,0%,/
COc1ccccc1NS(=O)(=O)c1ccc(O)c(C(=O)OCC(=O)Nc2ccccc2F)c1,6%,-3%,-3%,0%,i,-12%,3%,10%
CCCCC(NC(C)=O)c1nc2ccccc2n1CCCC (stereo unspecified),-2%,3%,-6%,-11%,-11%,-1%,-2%,20%[1.9 µM]
CC(=O)c1c(C)nn(-c2ccccc2)c1C,5%,1%,3%,-1%,i,1%,0%,-11%[10 µM]
COc1ccc(-c2nnc(SCc3nnc(-c4ccccc4)o3)n2C)cc1OC,0%,-7%,0%,-5%,i,1%,-1%,-13%
COc1cc(OC)c(OC)cc1/C=C1/C(=O)N=C(N)N1C,-3%,?,4%,3%,1%,-1%,-6%,29%[10 µM]
CCOCc1nnc(NC(=O)CSc2ccc(C)cc2)s1,-3%,-11%,-1%,?,i,-7%,-7%,6%[10 µM]
CCOc1ccccc1C(=O)Oc1c(Sc2ccccc2)c(C)nn1C(C)(C)C,/,-11%,3%,-2%,/,-14%,-1%,/
Cc1ccc(C(=O)Nc2nncs2)cc1S(=O)(=O)N1CCOCC1,15%,-7%,2%,3%,-3%,4%,-1%,-22%[10 µM]
O=C(CCc1nnc(CCc2ccccc2)o1)N1CCCCC1CCn1cccn1 (stereo unspecified),4%,-6%,-1%,3%,16%,-2%,-1%,5%[10 µM]
COC(=O)c1cccc(/C=N/NC(N)=S)c1O,?,-16%,-1%,4%,i,-7%,-6%,-22%[10 µM]
O=C(NCCCn1ccnc1)/C(=C/c1cccnc1)NC(=O)c1ccco1,?,-3%,0%,3%,9%,-2%,0%,26%[10 µM]
O=C(NC1CCS(=O)(=O)C1)c1ccccc1C(=O)c1ccccc1 (stereo unspecified),-2%,-3%,-8%,2%,-5%,3%,0%,-1%
Cn1c(N2CCN(c3ccccn3)CC2)nc2c1c(=O)n(Cc1ccc(Cl)cc1)c(=O)n2C,2%,-16%,1%,1%,-21%,-14%,-1%,-68%[inhibitor]
Cc1ccc(CN(Cc2ccco2)C(=O)COc2ccc(Cl)cc2)o1,/,-7%,-7%,-2%,/,-2%,-2%,/
COc1ccc(Oc2cc(Cl)nc(N)n2)cc1,2%,6%,2%,1%,i,15%,1%,/
CC1CCCC(NC(=O)CSc2nccn2C)C1C (stereo unspecified),6%,1%,2%,0%,-4%,1%,0%,8%
Cc1ccc(-c2c(C)sc(=NC(=O)c3ccco3)n2C)cc1,-9%,?,2%,?,-6%,-16%,0%,-71%[inhibitor]
COCCSc1nnc(NC(=O)C2CC(=O)N(c3ccc(C)cc3)C2)s1 (stereo unspecified),5%,-11%,2%,-3%,i,-15%,-3%,-20%
COc1ccc(-c2csc(NC(=O)c3cccs3)c2C(=O)O)cc1OC,24%,?,-2%,9%,-5%,-10%,-8%,-30%[inhibitor]
O=C(CSc1cn(CC(=O)N2CCCCC2)c2ccccc12)NCc1ccccc1Cl,/,?,-4%,1%,/,-8%,-1%,/
O=C(Cn1ncc2c3ccccc3n(Cc3cccc(Cl)c3)c2c1=O)NCCCc1ccccc1,/,-1%,-6%,-1%,/,4%,-2%,/
Cc1ccc(S(=O)(=O)N2CCCc3cc(NS(=O)(=O)c4cc(F)ccc4F)ccc32)cc1,/,-1%,3%,-8%,/,?,1%,/
Cc1onc(-c2ccccc2)c1NC(=O)Nc1c(-c2ccccc2)noc1C,-18%,0%,0%,5%,-1%,6%,-5%,2%[10 µM]
COc1ccc(C(=O)N2CCCC(c3ccccc3)C2)cc1 (stereo unspecified),9%,-10%,-6%,9%,-3%,5%,-1%,-10%
Cc1ccc(OCc2ccc(C(=O)NN)o2)cc1C,9%,?,2%,-1%,-17%,-10%,-2%,22%[10 µM]
O=C(O)C1CSCN1S(=O)(=O)c1cccc2nsnc12 (stereo unspecified),2%,-16%,0%,-9%,-12%,-8%,-1%,15%[1.9 µM]
CCN(CC)C(=O)c1ccc(/C=C/c2c[nH]c3ccccc23)[n+](C)c1,0%,-18%,5%,-3%,?,2%,-1%,/
CCOc1ccc(NC(=O)CN(c2ccc(OC)cc2)S(C)(=O)=O)cc1,-7%,-1%,-1%,6%,-4%,-4%,0%,-2%
Cc1[nH]n(-c2ccc(Cl)cc2)c(=O)c1/C=N/n1c(C)nc2ccccc2c1=O,8%,-20%,-13%,10%,0%,-18%,-3%,25%[10 µM]
Cc1ccc2cc(CN(Cc3nnnn3C3CCCC3)C3CCCCC3)c(=O)[nH]c2c1C,-2%,7%,-14%,2%,-7%,6%,-2%,33%
Cc1cc2ccccc2n1CCNC(=O)c1cccc(Cl)c1,/,?,0%,3%,/,?,-1%,/
COC(=O)CCC(=O)N1CCc2cc(S(=O)(=O)N3CCc4ccccc43)ccc21,4%,-8%,-11%,2%,-3%,-19%,-3%,-10%
N#CC(c1ccc(Cl)cc1)c1ccc(Cl)nn1 (stereo unspecified),/,-18%,-8%,-6%,i,-10%,0%,2%
COc1cccc(NC(=S)NNC(=O)Cn2nc(C(F)(F)F)cc2C)c1,-11%,-6%,-7%,-7%,-5%,-5%,-4%,7%[10 µM]
COc1cccc(NC(=O)CN(c2ccc([N+](=O)[O-])cc2)S(=O)(=O)c2ccccc2)c1,-19%,0%,4%,-9%,1%,?,1%,-22%[10 µM]
COc1ccc(C(=O)N2CCN(Cc3nc(CC4CC4)no3)CC2)cc1,9%,-5%,6%,-5%,i,-2%,1%,8%[10 µM]
C[C@@H]1CC=C[C@H]2[C@H]1C(=O)N(Cc1ccccc1)[C@H]2c1ccc(/C=C/c2ccccc2)cc1F,/,?,-6%,2%,-2%,-14%,0%,-24%[10 µM]
COC(=O)c1scc(-c2ccc(C)cc2)c1S(=O)(=O)N1CCN(c2ccccc2F)CC1,/,-10%,-14%,6%,/,-16%,?,/
CCc1nnc(NC(=O)CCC(=O)N2CCCC2)s1,0%,-8%,1%,0%,-4%,2%,-5%,2%[0.074 µM]
CCC(C)n1c(SCc2ccc(C(C)(C)C)cc2)nc2ccsc2c1=O (stereo unspecified),/,-4%,6%,-5%,/,-4%,-18%,/
O=C(Nc1nc2ccc(F)cc2s1)C1=NN(c2ccccc2)C(=O)CC1,0%,?,-9%,6%,-3%,-25%,-5%,7%[10 µM]
CCc1ccc(NC(=O)CN2C(=O)CSC2=O)cc1,4%,0%,10%,-8%,-5%,-4%,2%,8%[1.9 µM]
COc1cc(/C=C/C(=O)OCC(=O)N2CC3(C)CC2CC(C)(C)C3)ccc1O (stereo unspecified),7%,?,0%,13%,-2%,-12%,3%,/
CN1/C(=C\C=C2/SC(=S)NC2=O)C(C)(C)c2ccccc21,-29%,3.5µM*,?,1%,32µM*,?,?,-5%[10 µM]
Cc1ccc2onc(CNC(=O)N3CCN(c4cccc(C(F)(F)F)c4)CC3)c2c1,/,12%,8%,-6%,/,5%,-4%,/
CCc1ccc(NC(=O)Cn2c(=O)n(CCCC(=O)NCc3ccccc3Cl)c(=O)c3ccccc32)cc1,/,-1%,6%,?,/,-12%,6%,/
Cc1ccnc(NC(=O)Cn2ccc([N+](=O)[O-])n2)c1,9%,-10%,-4%,4%,-7%,-8%,1%,24%[10 µM]
CC(=O)Nc1ccc(C)cc1-c1nc2ccccc2n(CC(=O)c2ccc(C)c(C)c2)c1=O,/,8%,5%,8%,/,13%,-3%,/
O=C(CCCOc1ccccc1)Nc1ccc(S(=O)(=O)N2CCOCC2)cc1,6%,-7%,-6%,-7%,-10%,-25%,0%,-1%[10 µM]
O=C1CSC(c2ccccn2)N1c1ccccc1 (stereo unspecified),7%,-4%,-2%,3%,-15%,1%,4%,-1%
N#Cc1nc(Cc2ccccc2)oc1NCCc1ccccc1,-29%,-17%,-1%,7%,i,-27%,2%,-7%

# 3 entries from above, reformatted.
Molecule: O=C(CCCOc1ccccc1)Nc1ccc(S(=O)(=O)N2CCOCC2)cc1
  L3MBTL1 block: 6%
  Tau ThT inhib: -7%
  TRb SRC2 PPI: -6%
  Tau fibril FP: -7%
  RECQ1 inh: -10%
  Tau fluor cs: -25%
  TexasRed fluor: 0%
  HTT cytoprotect: -1%[10 µM]

Molecule: O=C1CSC(c2ccccn2)N1c1ccccc1 (stereo unspecified)
  L3MBTL1 block: 7%
  Tau ThT inhib: -4%
  TRb SRC2 PPI: -2%
  Tau fibril FP: 3%
  RECQ1 inh: -15%
  Tau fluor cs: 1%
  TexasRed fluor: 4%
  HTT cytoprotect: -1%

Molecule: N#Cc1nc(Cc2ccccc2)oc1NCCc1ccccc1
  L3MBTL1 block: -29%
  Tau ThT inhib: -17%
  TRb SRC2 PPI: -1%
  Tau fibril FP: 7%
  RECQ1 inh: i
  Tau fluor cs: -27%
  TexasRed fluor: 2%
  HTT cytoprotect: -7%

# Not all compounds are listed. The share of hits here may be higher or lower than overall.
